IDH1 R132H inh = human IDH1 R132H inhibition; O75874; IDH1-R132H enzyme, NADPH consumption, diaphorase/resazurin fluorescence; Potency, µM (doses to about 76.6 µM), for the others: at the top dose activity change, negative = inhibition, actives largely listed as inhibitors; actives 0.093% (n = 390,000); also: % is scaled to controls: 0 for no effect and ±100 for the full control effect; nearly all actives have a fitted effect of over 65% in size
Target sequence (O75874 whole entry R132H, stated change not applied): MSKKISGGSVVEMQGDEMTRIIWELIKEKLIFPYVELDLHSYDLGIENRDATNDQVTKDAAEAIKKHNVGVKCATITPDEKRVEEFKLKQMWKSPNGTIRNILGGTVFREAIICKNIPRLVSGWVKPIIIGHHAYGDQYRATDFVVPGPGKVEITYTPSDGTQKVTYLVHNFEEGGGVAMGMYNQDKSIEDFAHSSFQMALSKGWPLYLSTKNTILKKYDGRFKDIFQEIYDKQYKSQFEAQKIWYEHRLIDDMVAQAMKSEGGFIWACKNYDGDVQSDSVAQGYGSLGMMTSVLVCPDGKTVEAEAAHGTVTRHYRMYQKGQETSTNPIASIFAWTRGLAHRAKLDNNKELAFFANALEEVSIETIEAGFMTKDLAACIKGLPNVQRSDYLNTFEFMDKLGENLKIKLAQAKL
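IDH1-R132H (0.5 ug/mL) preincubated 30 min with compound, then NADPH (0.016 mM) and alpha-KG (2 mM) added; 80 min at RT, pH 7.5. Remaining NADPH coupled via diaphorase/resazurin to fluorescence (540/590 nm); concentration-response curves normalized to no-enzyme control.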
Vif-APOBEC3F blk = Vif-A3F binding inhibition. HeLa A3F-eYFP + Vif (tagged APOBEC3F with the HIV-1 protein that degrades it), YFP fluorescence increase. Potency, µM (highest dose often 46.1 µM), without a hit: at the highest dose activity, negative = active. actives 0.2% (n = 390,000). AID 602313; also: % of control where 0% means no effect; nearly all actives have a fitted effect of over 65% in size
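HeLa cells stably expressing Vif plus C-terminally eYFP-tagged A3F were seeded, incubated overnight at 37 deg C, dosed with compound, incubated overnight again at 37 deg C. Yellow fluorescence (Ex 488/Em 500-530) reported blocked Vif-mediated A3F-eYFP degradation.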
RXFP1 ag = RXFP1 (human) receptor agonism. Q9HBX9. HEK293T-RXFP1 cAMP TR-FRET, 30 min; response scale: percent of porcine relaxin response, buffer zero. Potency, µM (top dose mostly 57.5 µM), without a hit: at the highest dose activation, most hits filed as activators. actives 0.3% (n = 370,000). AID 2676; also: % is scaled to controls: 0 for no effect and ±100 for the full control effect; nearly all actives have a fitted effect of over 60% in size; many of its hits are not listed in these tables
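HEK293 cells stably expressing RXFP1, treated 30 min at 37C with compounds plus PDE4 inhibitor Ro 20174; cAMP measured by HTRF TR-FRET. Normalized to buffer and 29 nM porcine relaxin; EC50 by Hill fit.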
RGS4 inhibitor = human RGS4 inhibition; P49798; Transcreener GDP fluorescence polarization, RGS4-accelerated GTP hydrolysis; Potency, µM (series often up to 114 µM), for inactives: top-dose activity change, negative = inhibition, actives largely listed as inhibitors; actives 0.039% (n = 390,000); AID 504845; also: % is scaled to controls: 0 for no effect and ±100 for the full control effect; nearly all actives have a fitted effect of over 75% in size; some results filed as inactive show a strong effect at the top dose
Target sequence (P49798 whole entry, looked up): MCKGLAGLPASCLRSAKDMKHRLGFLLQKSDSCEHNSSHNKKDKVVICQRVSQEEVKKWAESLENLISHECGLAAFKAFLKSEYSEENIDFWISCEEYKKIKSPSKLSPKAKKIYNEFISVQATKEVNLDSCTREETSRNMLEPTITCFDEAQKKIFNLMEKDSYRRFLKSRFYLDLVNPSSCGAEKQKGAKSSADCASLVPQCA
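MLSMR compounds (23 nl, pin-transferred) preincubated 10 min at room temperature with a 500nM (2x) first reagent, then RGS4 at 900nM (2x) plus Transcreener GDP mix added; fluorescence polarization (620/688 nm) read before and after 90 min at 30 °C.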
TrxR1 substrate = is turned over as a substrate by rat TrxR1; O89049; purified TrxR1 substrate turnover, NADPH consumption readout; Potency, µM (top dose mostly 114 µM), for inactives: top-dose activity change, negative = substrate turnover; actives 0.01% (n = 390,000); also: % is scaled to controls: 0 for no effect and ±100 for the full control effect; nearly all actives have a fitted effect of over 50% in size
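Rat TrxR1, dispensed at 90 nM, was prereduced with 400 uM NADPH (final) for 5 min at ~22 deg C, then incubated with compound 15 min before 400 uM selenite. A first-read NADPH fluorescence drop versus no-compound background flagged substrates.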
TrxR1 inh = inhibitors of rat thioredoxin reductase 1; recombinant rTrxR1, NADPH fluorescence consumption, selenite substrate; actives 1% (n = 390,000); Potency, µM (doses to about 114 µM), inactives show at the highest dose activity change, negative = inhibition, most hits filed as inhibitors; O89049; also: % is scaled to controls: 0 for no effect and ±100 for the full control effect; nearly all actives have a fitted effect of over 65% in size
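Rat TrxR1 (90 nM in the dispensed reagent) was pre-reduced with 400 uM NADPH for 5 min at room temperature, then incubated with compound for 15 min. After 400 uM selenite was added, NADPH fluorescence (Ex 340/Em 450 nm) was followed for 8 min.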
12-LOX inh = inhibitors of human 12S-lipoxygenase ALOX12; purified 12hLO, xylenol orange hydroperoxide absorbance; P18054; actives 1.1% (n = 580,000); Potency, µM (highest dose often 108 µM), for the others: top-dose activity change, negative = inhibition, actives largely listed as inhibitors; AID 1671190; also: % is scaled to controls: 0 for no effect and ±100 for the full control effect
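Hydroperoxide product was detected by ferrous iron/xylenol orange as the 573 to 405 nm absorbance ratio. Arachidonic acid at 40 uM (final) was turned over for 30 min at room temperature by 150 nM human 12hLO, pH 7.0 Hepes buffer, after 15 min compound preincubation.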
Vif-APOBEC3G blk = inhibitors of Vif-APOBEC3G interaction. Q9HC16. HeLa A3G-eYFP + Vif (tagged APOBEC3G with the HIV-1 protein that degrades it), YFP fluorescence, overnight. Potency, µM (titrated, usually from 46.1 µM), for inactives: top-dose activity, negative = active, most hits filed as inhibitors. actives 0.076% (n = 410,000). AID 602310;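 also: % is scaled to controls: 0 for no effect and ±100 for the full control effect; nearly all actives have a fitted effect of over 60% in size; hits raise eYFP signal because A3G escapes Vif-driven loss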
Target sequence (Q9HC16 whole entry, looked up): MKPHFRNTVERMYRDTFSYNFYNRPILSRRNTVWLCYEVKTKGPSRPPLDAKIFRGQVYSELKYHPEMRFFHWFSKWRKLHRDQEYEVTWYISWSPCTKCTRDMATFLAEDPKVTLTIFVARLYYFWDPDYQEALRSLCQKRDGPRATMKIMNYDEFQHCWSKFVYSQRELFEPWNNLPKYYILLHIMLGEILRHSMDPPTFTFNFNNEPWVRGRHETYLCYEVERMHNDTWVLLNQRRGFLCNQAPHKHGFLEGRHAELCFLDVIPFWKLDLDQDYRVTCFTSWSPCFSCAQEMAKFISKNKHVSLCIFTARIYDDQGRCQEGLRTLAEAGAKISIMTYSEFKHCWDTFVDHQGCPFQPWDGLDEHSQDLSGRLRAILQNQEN
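HeLa cells stably expressing Vif and C-terminally eYFP-tagged A3G, seeded overnight at 37 deg C, then exposed to compound by pintool overnight at 37 deg C. Rise in yellow fluorescence (Ex 488/Em 500-530, Acumen) marks blocked Vif-driven A3G degradation.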
USP1 inh = inhibitors of human USP1/UAF1 deubiquitinase | Potency, µM (titrated, usually from 57.1 µM), for the others: top-dose activity change, negative = inhibition, usual class: inhibitors | actives 0.23% (n = 390,000) | AID 743255 | recombinant USP1/UAF1, Ub-Rhodamine cleavage fluorescence | O94782; also: % is scaled to controls: 0 for no effect and ±100 for the full control effect; nearly all actives have a fitted effect of over 60% in size; inactives centre near -12
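High-throughput fluorogenic screen: 1nM USP1/UAF1 complex, Ub-Rho substrate 150nM final, 50mM HEPES pH 7.8 with 0.5mM EDTA, 0.1 mg/ml BSA, 1mM TCEP and 0.01% Tween-20.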
Starred values were filed as active, the others as inactive; ? = inconclusive; . = not tested or not shown; & = joins results of further samples; [ ] = another dose, or the depositor's remark. Calls follow the shape of the dose curve; as a rule, active = well fitted curve in the direction sought with a large enough effect; inconclusive = small, poorly fitted or top-dose-only effect, or another doubt; inactive = no such curve, though single readings can be large; an effect the other way counts as inactive or inconclusive. Potency is read from the fitted curve at half-maximal effect. These rows are one share of the data; rates above refer to the full screens.

No. | canonical_smiles | IDH1 R132H inh | Vif-APOBEC3F blk | RXFP1 ag | RGS4 inhibitor | TrxR1 substrate | TrxR1 inh | 12-LOX inh | Vif-APOBEC3G blk | USP1 inh
1 | CCOC(=O)CSc1nnc(CNC(=O)Cc2ccccc2)n1-c1ccccc1OC | 6% | -4% | 0.2% | -10% | -1% | 2% | 12% | 1% | 2%
2 | COc1ccc(CN2CCNC(=O)C2CC(=O)N(C)C2CCOCC2)c(F)c1 (configuration not stated) | 9% | 7% | 0.1% | -16% | -4% | ? | -21% | 3% | -4%
3 | Cc1ccc2nc3n(c(=O)c2c1)-c1ncccc1C(=O)NC3Cc1ccc(O)cc1 (configuration not stated) | -3% | 4% | . | . | . | . | ? | -4% | -27%
4 | CCCCNC(=O)COC(=O)c1cc2c(C)nn(-c3ccccc3)c2s1 | -1% | -4% | 2.1% | -3% | 1% | 0% | ? | -4% | -2%
5 | CSc1nc(Cc2ccc(Cl)cc2)nc2ccccc12 | 0% | -10% | 8.0% | -18% | -2% | -17% | -5% | -4% | -26%
6 | CN(Cc1ccccc1)c1c([N+](=O)[O-])c(=O)n(C)c2ccccc12 | 9% | 10% | 1.8% | 16% | -1% | 21% | 0% | -5% | -25%
7 | COc1ccc([C@H]2C[C@@H](O)[C@H](n3cc(C4CC4)nn3)CN2Cc2cccs2)cc1 | 0% | 4% | . | . | . | . | 9% | -1% | -30%
8 | COc1ccc(C)cc1NC(=O)CSCc1cc(=O)n2c(C)csc2n1 | 9% | 10% | 0.5% | -2% | -10% | -16% | 10% | 1% | -18%
9 | CSc1ccc(CCNC(=O)c2ccc(CS(=O)Cc3ccc(Cl)cc3)o2)cc1 (configuration not stated) | 1%&-13% | -5%&6% | 2.2%&0.4% | -13%&-1% | -4%&-8% | 2%&14% | ? | 0%&1% | -14%&3%
10 | COc1nc(OCC#N)nc(N(C)C)n1 | 0% | . | 4.7% | -5% | 0% | -1% | 60%[activator] | 2% | -2%
11 | O=C(NNS(=O)(=O)c1ccccc1[N+](=O)[O-])c1ccc(F)cc1 | 5% | -10% | 2.7% | -17% | 4% | 34%[activator] | -16% | -1% | -16%
12 | C=CCn1c(SCC(=O)NC2CCCC2)nc2scc(-c3ccco3)c2c1=O | 2% | 3% | 0.6% | ? | -3% | 35µM* | 45µM* | -5% | -5%

Ordered by value in TrxR1 inh (largest number first): 6 from the list above
#	Compound	RGS4 inhibitor	TrxR1 substrate	TrxR1 inh	12-LOX inh	USP1 inh
6	CN(Cc1ccccc1)c1c([N+](=O)[O-])c(=O)n(C)c2ccccc12	16%	-1%	21%	0%	-25%
1	CCOC(=O)CSc1nnc(CNC(=O)Cc2ccccc2)n1-c1ccccc1OC	-10%	-1%	2%	12%	2%
4	CCCCNC(=O)COC(=O)c1cc2c(C)nn(-c3ccccc3)c2s1	-3%	1%	0%	?	-2%
10	COc1nc(OCC#N)nc(N(C)C)n1	-5%	0%	-1%	60%[activator]	-2%
8	COc1ccc(C)cc1NC(=O)CSCc1cc(=O)n2c(C)csc2n1	-2%	-10%	-16%	10%	-18%
5	CSc1nc(Cc2ccc(Cl)cc2)nc2ccccc12	-18%	-2%	-17%	-5%	-26%

Additional compounds.
No. | canonical_smiles | IDH1 R132H inh | Vif-APOBEC3F blk | RXFP1 ag | RGS4 inhibitor | TrxR1 substrate | TrxR1 inh | 12-LOX inh | Vif-APOBEC3G blk | USP1 inh
13 | Cc1cc(C)nc(SCC(=O)NNC(=O)c2cccs2)n1 | 0% | 14% | 1.2% | -15% | 14% | 32% | 3% | -3% | -22%
14 | Cc1ccc(S(=O)(=O)N2CCN(C(=O)Cc3ccc(S(=O)(=O)N4CCOCC4)s3)CC2)cc1 | -4% | 5% | 3.2% | -12% | -4% | 10% | 420%[activator] | 4% | -11%
15 | Cc1c2ccccc2cc[n+]1CCCS(=O)(=O)[O-] | 10% | 0% | ? | -16% | 13% | 5% | -5% | 0% | -23%
16 | CCCC(=O)C1=C(O)C(C(=O)OC)C(C)(C)CC1=Nc1ccc(OC)cc1 (configuration not stated) | -4% | 6% | 2.2% | 23% | -10% | 6% | -13% | 4% | -1%
17 | COc1ccc(NC(=O)Cn2c(=O)n(CC(=O)NCc3ccco3)c(=O)c3ccccc32)cc1OC | -1% | 2% | 1.2% | -19% | 0% | 9% | 0% | 4% | -16%
18 | COc1cccc(-c2nc(N3CCCCC3)c3ccccc3n2)c1O | 2% | -10% | . | 14% | -6% | -1% | 10% | -10% | -25%
19 | COC(=O)c1ccccc1NC(=O)CSc1nc2ccsc2c(=O)n1CCCCC(=O)O | -3% | -9% | . | . | . | . | 3% | -1% | 5%
20 | COc1ccc(S(=O)(=O)N2CCOCC2)cc1N=Nc1sc(N)nc1-c1ccccc1 | 4% | 2% | 0.3% | -17% | 9%[57.1 µM] | 15%[57.1 µM] | -18% | 1% | -1%
21 | Cc1ccnc(NS(=O)(=O)c2ccc(NS(=O)(=O)c3cc(Cl)ccc3Cl)cc2)n1 | -10% | 1% | -1.0% | 29% | -6% | -4% | -12% | -6% | -9%
22 | CC(=O)c1ccc(N2CCN(C(=O)C3CCCN(S(=O)(=O)c4ccc(Br)s4)C3)CC2)cc1 (configuration not stated) | -7% | 4% | 5.6% | 14% | -4% | 7% | -14% | 2% | ?
23 | COc1cc(NC(=O)c2ccc(C)cc2C)ccc1NC(=O)c1cc2ccccc2o1 | -4% | -14% | 3.8% | 15% | 170%[activator] | 74%[activator] | 7% | 2% | -15%
24 | O=C(Nc1ccc(Cl)cn1)c1ccc2[nH]c(=O)c(=O)[nH]c2c1 | 0% | 10% | 3.4% | -3% | 0% | 29% | -26% | 2% | -20%
25 | CCN(CC)C(=O)CSc1nnc(-c2ccco2)n1N | 2% | 5% | -3.8% | 0% | 4% | 11% | 0% | 0% | -15%
26 | CCSC1=NN2CCS(=O)(=O)N=C2S1 | -3% | -1% | 3.3% | 9% | 6% | 14%[57.1 µM] | 1% | 0% | -15%
27 | CN=C1S/C(=C\c2ccc(SC)cc2)C(=O)N1C | 15% | 11% | -0.6% | -43% | -5% | 5% | -2%&-26% | 2% | -18%
28 | CCN1CCN(C(=O)C(C)Nc2ccc(OC)cc2OC)CC1 (configuration not stated) | 12% | 24% | 1.0% | -39% | 2% | 10% | 3% | 5% | -26%
29 | Cc1nc(-c2ccccc2Cl)sc1C(=O)/C=C/N(C)C | 3% | 4% | 4.1% | -27% | -1% | 16% | ? | 0% | -23%
30 | COc1ccc(NC(=O)CN(C)CC(=O)Nc2ccc(Cl)cc2F)cc1 | 0% | 6% | 4.1% | 5% | 6%[57.1 µM] | 2% | -5% | 1% | -5%
31 | COc1cc(Cl)c(C)cc1NC(=O)c1ccc2c(SCC(=O)O)c3c(nc2c1)CCCC3 | ? | -1%&-3% | 8.2%&8.4% | -1%&-14% | 1%[57.1 µM] | 24%[57.1 µM] | ? | -1%&1% | -13%&-23%
32 | Cn1cnc([N+](=O)[O-])c1Sc1n[nH]c(N)n1 | -2% | 3% | -0.4% | 5% | 6%[57.1 µM] | 13µM* | 12% | 0% | -19%
33 | COc1ccc(CNC(=O)COC(=O)C2CC2C)cc1OC (configuration not stated) | 8% | 0% | 0.4% | -39% | -6% | -8% | -1% | 3% | -24%
34 | CCOc1ccc(C(=O)OCC(=O)NCc2ccccc2)cc1OCC | -9% | -5% | -0.1% | 6% | -2% | 5% | -2% | -2% | 2%
35 | CC[C@]12c3[nH]c4ccccc4c3CCN1C(=O)C(CC(=O)NCCN1CCOCC1)C[C@@H]2C(=O)N1CCN(C(=O)c2ccco2)CC1 (some centres not stated) | 20% | 10% | . | -12% | 11% | 12% | -9% | 0% | -20%
36 | COc1ccccc1-n1c(SCC(=O)Nc2nnc(C)s2)nc2c(c1=O)SCC2 | 17% | 3% | 0.4% | 1% | -5% | -12% | -9% | -13% | -16%
37 | CC(=O)c1ccc(Oc2ncnc(N)c2[N+](=O)[O-])cc1 | -5% | 0% | 2.0% | -5% | -5%[11.4 µM] | -18%[11.4 µM] | 0% | 0% | -15%

By substructure: the compounds so far with a COOH group (2)
No. | canonical_smiles | IDH1 R132H inh | Vif-APOBEC3F blk | RXFP1 ag | RGS4 inhibitor | TrxR1 substrate | TrxR1 inh | 12-LOX inh | Vif-APOBEC3G blk | USP1 inh
19 | COC(=O)c1ccccc1NC(=O)CSc1nc2ccsc2c(=O)n1CCCCC(=O)O | -3% | -9% | . | . | . | . | 3% | -1% | 5%
31 | COc1cc(Cl)c(C)cc1NC(=O)c1ccc2c(SCC(=O)O)c3c(nc2c1)CCCC3 | ? | -1%&-3% | 8.2%&8.4% | -1%&-14% | 1%[57.1 µM] | 24%[57.1 µM] | ? | -1%&1% | -13%&-23%
